Source: PubChem
NR2E3 ag-1: agonists of human NR2E3 nuclear receptor; Q9Y5X4; CHO-S Gal4-NCOR/VP16-NR2E3 two-hybrid, luciferase; inhibition of corepressor binding, % at 3.98 µM; 0.35% of 360,000 active; AID 602229;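 active = inhibition above the mean of all tested compounds plus 3 SD, cut at about 70% in these data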;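 note: 0% = DMSO with NR2E3 transfected cells and 100% = cells lacking NR2E3 construct; higher means lower luciferase signal from less NR2E3 corepressor binding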
Target sequence (Q9Y5X4 whole entry, looked up, the tested form may be a part): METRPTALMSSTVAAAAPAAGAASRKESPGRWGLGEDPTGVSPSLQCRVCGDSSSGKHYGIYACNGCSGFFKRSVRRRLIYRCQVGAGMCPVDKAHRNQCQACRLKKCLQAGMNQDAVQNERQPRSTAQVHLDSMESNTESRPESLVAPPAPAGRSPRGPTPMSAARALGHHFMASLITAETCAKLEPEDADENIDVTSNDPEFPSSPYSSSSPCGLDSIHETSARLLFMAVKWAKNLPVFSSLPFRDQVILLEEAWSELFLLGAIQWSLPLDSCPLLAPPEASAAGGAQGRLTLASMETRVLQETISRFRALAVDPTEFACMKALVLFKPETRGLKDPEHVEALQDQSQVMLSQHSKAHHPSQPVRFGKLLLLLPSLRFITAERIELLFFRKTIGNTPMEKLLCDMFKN
Peg3 promoter: Peg3 promoter activity inhibition | HeLa PEG-Prom luciferase reporter, luminescence, overnight | inhibition, % at 20 µM | 1.7% of 360,000 active | AID 588405;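 active = inhibition of at least 50% at 20 µM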
C8 TRAIL sens: sensitizes caspase-8 expressing cells to TRAIL | NB7+C8 cells + TRAIL, ATPlite viability luminescence | inhibition (viability loss, TRAIL sensitization), % at 10 µM | 1% of 360,000 active | AID 624354;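 active = compounds causing at least 50% loss of cell viability in the single-dose screen, relative to plate controls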
CF NFkB block: blocks PAF-induced NF-kB reporter in cystic fibrosis cells; KKLEB NF-kB-GFP reporter, GFP fluorescence overnight; inhibition, % at 5 µM; 0.86% of 360,000 active; AID 588850;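 active = at least 50% inhibition at 5 µM, scaled per plate between neutral and stimulator controls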;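 note: PAF is a Pseudomonas aeruginosa culture filtrate used as stimulus; plate controls were PAF-stimulated DMSO wells for no effect and unstimulated DMSO wells for full effect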
TRPM1 prom inh: inhibitors of MITF-driven TRPM1 promoter in melanoma cells. 0.83% of 330,000 active. inhibition, % at 12.5 µM. SK-MEL-5 TRPM1 promoter luciferase, 24 h;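 active = mean inhibition across replicates of 60% or more, whatever share of single replicates reaches that level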; note: values of inactives mirror those of a sister screen read the other way
KKLEB cytotox: CF airway cell cytotoxicity counter-screen; KKLEB CF airway cells viability, ATPlite luminescence, overnight; active compounds read low; cells stimulated with P. aeruginosa culture filtrate; AID 602141; activity change (cytotoxicity), % at 5 µM; 0.36% of 360,000 active;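 active = corrected activity change at or below -50% at 5 µM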
iPSC survival up: increases survival of single human iPS cells. hiPSC single-cell survival, ATPlite luminescence; 100% = ROCK inhibitor wells, 0% = DMSO. survival enhancement, % at 20 µM. 0.044% of 360,000 active; in the data active = survival enhancement above about 18%;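 note: cells exposed to compounds for 16 hours before the ATP read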
Shn3 inh set2: inhibitors of Schnurri-3 3'UTR reporter in osteoblasts. Clone20 osteoblast Shn3 3'UTR firefly luciferase, 24 h. inhibition, % at 12.5 µM. 0.52% of 360,000 active. AID 588674;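 active = mean inhibition of at least 75% with every replicate also reaching 75%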;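 note: 0% = median of neutral control wells and 100% = pilot-screen positive control compound; some compounds past the cut are filed as inactive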
NR2E3 ag-2: agonists of human nuclear receptor NR2E3; AID 2300; inhibition of corepressor binding, % at 4.78 µM; 0.12% of 320,000 active; GST-NR2E3/biotin-RetCOR TR-FRET, 1536-well; Q9Y5X4;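 active = percent inhibition above the cutoff of mean plus 3 SD of all tested compounds, set per screening campaign, cut at about 20% in these data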;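 note: 0% = DMSO wells and 100% = biotin wells as full block of FRET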
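Material: NR2E3–RetCOR corepressor complex / Amount: 1.35 nM GST-NR2E3 / Medium: Tris pH 7.5 / Compound: single nominal compound dose of 4.8 µM / Incubation: 5 h at 4 °C / Technique: TR-FRET, Eu(K)-anti-GST donor, streptavidin-D2 acceptor, ex 340, em 617/671 nm / Read-out basis: percent loss of FRET ratio relative to control wells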
LMP1 NFkB inh: inhibitors of Epstein-Barr LMP1-induced NF-kappaB reporter | inhibition, % at 12.5 µM | LMP1-induced NF-kappaB luciferase reporter cells, luminescence | 0.69% of 350,000 active; in the data active = inhibition above about 41%;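 note: 0% = neutral control wells and 100% = reference inhibitor control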
HIF-2a block: HIF-2a inhibition. 786-0 RCC cells HIF-2a reporter, luciferase luminescence, overnight. inhibition, % at 18.8 µM. 0.72% of 360,000 active. AID 624352;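 active = inhibition of the luminescence signal of 40% or more relative to plate controls, in a single-dose primary screen at 18.75 µM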
* hit, by the source's call; · = no result given. Only part of the results is shown. The share of hits here may be higher or lower than overall.

SMILES	NR2E3 ag-1	Peg3 promoter	C8 TRAIL sens	CF NFkB block	TRPM1 prom inh	KKLEB cytotox	iPSC survival up	Shn3 inh set2	NR2E3 ag-2	LMP1 NFkB inh	HIF-2a block
O=C1N/C(=C/c2cccs2)C(=O)N1Cc1ccccc1F	-21	7	-3	-5	-3	-6	-1.1	-9	-3	0	5
CCc1nnc(NC(=O)C(NS(=O)(=O)c2ccccc2)C(C)C)s1 (stereo not given)	-22	5	-1	10	·	-3	0.6	-10	·	4	13
COc1ccc(C2CC(=O)C=C(NCc3ccccc3)C2)cc1 (stereo not given)	-31	7	19	17	0	-6	-0.3	-3	-5	-8	-2
COc1cc(NC(=S)N2CCCCC2C)cc(OC)c1OC (stereo not given)	-5	7	-6	4	-5	-8	-1.4	-6	2	3	23
CN(C)c1ccc(/C=N/n2cnn(Cc3ccccc3Cl)c2=S)cc1	4	-190	15	6	-12	9	-1.1	6	5	-22	-142
COc1cc(/C=C(\C#N)C(=O)c2ccc(O)c(O)c2)cc(I)c1O	1	10	-5	-22	11	-14	0.4	-9	2	-4	3
Cc1ccc(-c2cc(C(=O)NCc3ccccn3)no2)cc1	-98	-231	17	5	-65	7	0.4	-40	1	-18	-242
O=C(CCN1N=C(c2ccccc2)CCC1=O)NCC1COc2ccccc2O1 (stereo not given)	4	16	-9	-4	-4	4	0.3	11	-2	1	14
CC1=CN(S(=O)(=O)c2ccc(C)cc2)C[C@@H]2c3ccccc3N(S(=O)(=O)c3ccc(C)cc3)[C@H]12	-14	-4	-11	15	4	2	-0.7	17	·	-14	2
O=c1c2cc(Br)ccc2[nH]c(=S)n1Cc1ccccn1	8	-166	26	1	10	-3	-0.5	-11	2	2	-96
CC(Oc1ccc(F)cc1)C(=O)Nc1ccccc1C(=O)N1CCCCC1 (stereo not given)	-40	7	13	4	4	-3	0.4	-15	0	3	5
COc1ccccc1NC(=O)COC(=O)C1CCN(/C=C/C(=O)C(F)(F)F)CC1	0	-9	22	0	14	0	-1.4	-3	0	-8	4
CCSc1cc(N2CCCC2)nc(-c2ccc(C)cc2)n1	-23	8	-7	-12	5	6	-0.8	2	-1	-4	1
CCN1C(=O)CC(c2ccccc2)N(C2CCCC2)c2nc(Nc3ccc(C(=O)NC4CCN(C)CC4)cc3OC)ncc21 (stereo not given)	-10	94*	37	-75	87*	-20	-3.0	66	·	-14	11
O=C(CN1CCN(S(=O)(=O)c2ccccc2)CC1)Nc1ccc2c(c1)OCO2	-22	13	-2	9	-10	-5	-1.8	-29	0	-9	7
COc1ccccc1NC(=O)C(NC(=O)c1ccc(C)cc1)c1ccccc1 (stereo not given)	-1	19	-3	-8	-8	-6	-0.2	3	2	4	-6
O=C(O)c1cc2c(s1)-c1ccccc1CC2	-24	-3	-7	-5	-3	2	3.2	-20	5	10	15
O=C(c1cccc(S(=O)(=O)N2CCOCC2)c1)N(Cc1ccco1)Cc1cccs1	3	11	14	8	-1	-4	-2.2	5	1	1	6
N=C1N(/N=C/c2ccccc2)C(=Nc2ccccc2)C(=S)N1c1ccccc1	-80	-155	-5	9	-58	3	-1.3	-87	1	-18	-229
COc1ccccc1NC(=O)c1cc2c(CO)cnc(C)c2oc1=Nc1cccc(C(N)=O)c1	-23	40	11	0	-1	-19	-0.8	7	-2	9	-87
Cc1cc(Cl)c(OCCCNC2CCCC2)c(Br)c1	32	17	-7	-11	1	-4	-0.6	17	2	-15	20
CC(=O)NC1=NN(C(C)=O)C(c2sccc2C)S1 (stereo not given)	1	6	20	-7	2	6	-0.7	12	-4	0	-21
O=C(Nc1nnc(SCc2ccc(F)cc2)s1)c1ccc2c(c1)C(=O)N(c1ccccc1Cl)C2=O	-1	4	8	16	-3	-8	0.5	7	-3	-28	4
COc1cccc(NC(=O)c2cnc(SC)nc2C)c1	1	-87	-8	-1	-11	-2	-0.3	-12	·	0	-126
CCSc1nnc(NC(=O)C(NC(=O)c2ccc(Cl)cc2)C(C)C)s1 (stereo not given)	-6	-5	2	-4	-2	3	5.1	4	4	6	8

(cont.)
SMILES	NR2E3 ag-1	Peg3 promoter	C8 TRAIL sens	CF NFkB block	TRPM1 prom inh	KKLEB cytotox	iPSC survival up	Shn3 inh set2	NR2E3 ag-2	LMP1 NFkB inh	HIF-2a block
COCCCC1CCN(C(=O)c2cc(COc3ccc(C)nc3)on2)CC1	62	-2	2	-27	16	-15	-0.4	45	-4	1	6
CCC[C@H]1CN(c2ccc(OC)cc2)C(=O)[C@@H]1CC(=O)NC	-18	5	2	-6	·	8	1.6	16	·	-5	9
COc1ccc(C2CC(=O)Nc3n[nH]c(-c4ccccc4)c32)cc1OC (stereo not given)	3	-17	3	-2	2	-3	0.0	-7	-2	7	-7
O=C(NNC(=O)c1nc(Cl)ccc1Cl)c1ccc(F)cc1	-23	-42	-1	11	4	7	0.5	9	3	-2	-14
O=C(Cn1c(-c2cscn2)nc2ccccc21)Nc1ccccc1F	-12	15	10	-6	6	-16	-0.2	-2	5	0	0
O=C(COC(=O)C1=COCCO1)NC(=O)c1ccc(OC(F)F)cc1	-11	-3	-6	-13	-6	16	-0.5	2	-4	-10	18
O=C1OCCC1Sc1ncnc2sccc12 (stereo not given)	-11	3	-11	-6	0	6	0.2	7	3	3	12
CN(CC(=O)N1CCCCC1)S(=O)(=O)c1cccc2cccnc12	-8	8	-12	14	5	-11	0.5	13	-2	-7	13
O=C(c1ccccn1)N1CCN(c2cccc(C(F)(F)F)c2)CC1	13	4	-4	-13	-5	11	-0.7	9	1	2	8
O=C(CSc1ccc2nnc(-c3ccccn3)n2n1)N1CCOCC1	-25	8	5	1	-2	-3	-0.4	-9	-2	-8	15
NC(=O)Cc1nc(-c2ccc(Br)cc2)cs1	2	-47	1	13	-7	2	0.2	-3	0	0	-74
COCCNC(=O)COc1ccccc1C	-16	7	-8	-5	8	4	-1.6	0	-1	2	32
C=CCOCCN(CCOCC=C)C1=NS(=O)(=O)c2ccccc21	-16	13	-4	-13	2	2	-1.4	-4	-2	-3	14
Cc1cccc(N(C(=O)c2snc(C(N)=O)c2N)C(C)C(=O)NCC2CCCO2)c1 (stereo not given)	-2	-12	-2	4	13	-2	1.6	-17	2	-3	17
CN(C)/N=C/c1cc([N+](=O)[O-])ccc1O	15	6	-2	2	5	7	0.8	3	3	2	1
O=C(NCc1ccccc1)c1c[nH]c2ccccc2c1=O	13	10	-8	-8	1	13	-0.5	0	0	3	-29
CC1CCCCN1C(=O)CCNS(=O)(=O)c1ccc2c(c1)c(=O)n(C)c(=O)n2C (stereo not given)	-11	8	-11	-10	1	1	-0.2	-8	1	2	4
O=C(Nc1nonc1-c1ccc(F)cc1)c1ccco1	9	2	5	-2	-3	-7	-0.5	4	-1	-4	1
Nc1cc(Cl)ccc1CN1C(=O)c2ccccc2C1=O	-95	-247	10	-90	·	4	-0.5	-87	·	·	-219
CCOC(=O)c1cnc2ncnn2c1N	14	14	-1	-14	1	1	-1.6	20	-4	6	15
COc1cccc(NC(=O)CN2CCN(CC(=O)Nc3ccccc3Cl)CC2)c1	-9	15	0	2	23	-1	-0.3	-5	-1	-9	11
O=C(CCCN1C(=O)/C(=C/c2cccs2)SC1=S)Nc1ccc(C(=O)O)cc1	-7	13	-7	-7	-2	9	-0.4	-8	-2	-3	6
COc1ccc(Cc2nnc(NC(=O)c3cc(OC)c(OC)c(OC)c3)s2)cc1OC	0	9	-21	-14	4	-5	0.3	12	1	1	-3
CCCCNC(=O)N1CCN(c2ccnc3cc(Cl)ccc23)CC1	32	17	1	18	11	-5	-0.2	70	-1	24	6
O=C(NC1CCCCC1)C(c1ccccn1)N(C(=O)c1csnn1)c1ccccc1 (stereo not given)	-6	-2	0	-11	3	7	-0.3	-10	2	-9	17
CCCOc1ccc(CCC(=O)O)cc1	-2	7	4	-4	5	4	7.6	-4	3	3	20
CSc1ccc(NC(=O)Nc2ccc(C(=O)NCC(=O)O)cc2)cc1	-47	-101	-1	-12	-4	-3	0.0	7	·	-15	-66

Rewritten with values under each structure: five of the compounds above.
Order of values – NR2E3 ag-1 | Peg3 promoter | C8 TRAIL sens | CF NFkB block | TRPM1 prom inh | KKLEB cytotox | iPSC survival up | Shn3 inh set2 | NR2E3 ag-2 | LMP1 NFkB inh | HIF-2a block
> O=C(COC(=O)C1=COCCO1)NC(=O)c1ccc(OC(F)F)cc1
→ -11 | -3 | -6 | -13 | -6 | 16 | -0.5 | 2 | -4 | -10 | 18
> O=C1OCCC1Sc1ncnc2sccc12 (stereo not given)
→ -11 | 3 | -11 | -6 | 0 | 6 | 0.2 | 7 | 3 | 3 | 12
> CN(CC(=O)N1CCCCC1)S(=O)(=O)c1cccc2cccnc12
→ -8 | 8 | -12 | 14 | 5 | -11 | 0.5 | 13 | -2 | -7 | 13
> O=C(c1ccccn1)N1CCN(c2cccc(C(F)(F)F)c2)CC1
→ 13 | 4 | -4 | -13 | -5 | 11 | -0.7 | 9 | 1 | 2 | 8
> O=C(CSc1ccc2nnc(-c3ccccn3)n2n1)N1CCOCC1
→ -25 | 8 | 5 | 1 | -2 | -3 | -0.4 | -9 | -2 | -8 | 15

Whole records, looked up by structure.
COCCNC(=O)COc1ccccc1C across the screens: NR2E3 ag-1 = -16; Peg3 promoter = 7; C8 TRAIL sens = -8; CF NFkB block = -5; TRPM1 prom inh = 8; KKLEB cytotox = 4; iPSC survival up = -1.6; Shn3 inh set2 = 0; NR2E3 ag-2 = -1; LMP1 NFkB inh = 2; HIF-2a block = 32
O=C(c1cccc(S(=O)(=O)N2CCOCC2)c1)N(Cc1ccco1)Cc1cccs1 across the screens: NR2E3 ag-1 = 3; Peg3 promoter = 11; C8 TRAIL sens = 14; CF NFkB block = 8; TRPM1 prom inh = -1; KKLEB cytotox = -4; iPSC survival up = -2.2; Shn3 inh set2 = 5; NR2E3 ag-2 = 1; LMP1 NFkB inh = 1; HIF-2a block = 6
CCC[C@H]1CN(c2ccc(OC)cc2)C(=O)[C@@H]1CC(=O)NC across the screens: NR2E3 ag-1 = -18; Peg3 promoter = 5; C8 TRAIL sens = 2; CF NFkB block = -6; TRPM1 prom inh = ·; KKLEB cytotox = 8; iPSC survival up = 1.6; Shn3 inh set2 = 16; NR2E3 ag-2 = ·; LMP1 NFkB inh = -5; HIF-2a block = 9
